Salmonella PhoP GFP: PhoP-dependent GFP reporter repression – Salmonella Typhimurium, primary screen (AID 1863); S. Typhimurium PhoP-regulated promoter GFP reporter, 4 h; higher % means a stronger effect; one-dose inhibition, % at 50 µM; IC50 in µM for titrated hits; 0.16% of 300,000 active;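 active = inhibition over 29.93%, a cutoff 3 SD above the screen mean, later confirmed by dose response; inconclusive = inhibition over 29.93% but no dose response follow-up; inactive = inhibition at most 29.93% or unconfirmed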;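 note: 0% = low Mg2+ inducing control and 100% = high Mg2+ repressing control; strong numbers were not always called active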
Dengue-2 NS5 capping: Dengue-2 NS5 methyltransferase inhibitors, primary screen, biochemical, confirmation dose response (AID 588689); Dengue-2 NS5 methyltransferase capping enzyme assay, biochemical; higher % means a stronger effect; inhibition, % at 25 µM; hits with a dose series show IC50 in µM; 0.3% of 340,000 active; in the data active = a potency from the dose series; inconclusive = inhibition above about 29% without an active follow-up result
GPR55 LPI antagonism: GPR55 antagonists blocking LPI-driven arrestin recruitment, primary screen, imaging, U2OS, beta-arrestin-GFP, LPI agonist (AID 2013); one-dose inhibition, % at 10 µM; IC50 in µM for titrated hits; U2OS GPR55 beta-arrestin-GFP translocation imaging, LPI antagonism; higher % means a stronger effect; 0.13% of 290,000 active;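 active = spots per cell inhibited over 60%, with over 100 cells counted and total cytoplasm intensity under 500,000; inconclusive = wells with under 100 cells, flagged as likely toxic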;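 note: U2OS cells stably carrying GPR55 and arrestin-GFP stimulated by 5 µM LPI near EC80; imaged beta-arrestin-GFP aggregate spots per cell after agonist stimulation; plate controls were LPI-stimulated DMSO wells for no effect and DMSO wells without LPI for full effect; some results filed as inactive read as strong as hits; confirmed hits need IC50 under 10 µM and bright autofluorescent wells are also inconclusive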
Large T inhibition: SV40 large T antigen inhibitors, biochemical (AID 1903) | SV40 large T antigen ATPase/helicase inhibition assay; higher % means a stronger effect | one-dose inhibition, % at 20 µM; IC50 in µM for titrated hits | 0.39% of 310,000 active; in the data active = a potency from the dose series; inconclusive = inhibition mostly from about 32% at the one dose, without a potency; inactive = the rest, 99 in 100 with inhibition below about 32%; note: strong numbers were not always called active
RSV antiviral HEp-2: RSV antiviral activity via CPE protection, HEp-2 cells, primary 10 µM value included (AID 2391); HEp-2 cells, RSV-induced CPE inhibition; higher % means a stronger effect; one-dose CPE inhibition, % at 10 µM; IC50 in µM for titrated hits; 0.13% of 310,000 active; in the data active = a potency from the dose series; inconclusive = CPE inhibition mostly from about 23% at the one dose, without a potency; inactive = the rest, 99 in 100 with CPE inhibition below about 21%; note: strong numbers were not always called active
GPR35 arrestin U2OS: GPR35 antagonists blocking zaprinast-driven arrestin recruitment, primary screen, imaging, U2OS, beta-arrestin-GFP, zaprinast agonist (AID 2058); U2OS GPR35 beta-arrestin-GFP translocation imaging, zaprinast antagonism; higher % means a stronger effect; inhibition, % at 10 µM; hits with a dose series show IC50 in µM; 0.052% of 290,000 active;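 active = inhibition of at least 50% with at least 30 cells and total cytoplasm GFP at most 10,000,000; inconclusive = under 30 cells or total GFP of 10,000,000 plus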
UTI89 phage lysis: protection from phage-mediated lysis, alamar blue read-out – E. coli UTI89, K1F phage, bacterial capsule biogenesis inhibitors (AID 488966) | E. coli UTI89 K1F phage lysis, alamar blue, 2 h; higher % means a stronger effect | 0.02% of 340,000 active | inhibition, % at 100 µM; hits with a dose series show IC50 in µM;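 active = phage lysis inhibition, versus mean bacterial control, above a set limit; inconclusive = no clear call, values can overlap the other calls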;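 note: capsule biogenesis inhibitors block K1F phage lysis so surviving cells raise fluorescence; higher fluorescence means more inhibition of phage lysis; actives were called in the ten point dose series up to 300 µM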
MgcRacGAP inhibition: MgcRacGAP GTPase-activating activity inhibitors, confirmation, biochemical, ADP Hunter fluorescence. inhibition, % at 30 µM; hits with a dose series show IC50 in µM. MgcRacGAP-stimulated Rac1 GTP hydrolysis, ADP Hunter fluorescence; higher % means a stronger effect; GST-tagged Rac1 F28L mutant substrate. 0.6% of 340,000 active;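 active = first-screen hits whose inhibition reached a set limit at any dose in the follow-up dose series; inconclusive = inhibition above the set first-screen limit but never retested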;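 note: fluorescence reports GDP produced by GAP-driven GTP hydrolysis; strong numbers were not always called active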
HIV fusion peptide: cell-free HIV fusion peptide-binding blockers – biochemical, uHTS, fluorescence dequenching, primary screen (AID 1986); one-dose inhibition, % at 20 µM; IC50 in µM for titrated hits; cell-free peptide binding, fluorescence dequenching, 30 min; higher % means a stronger effect; 0.3% of 290,000 active; in the data active = inhibition mostly above about 52%, no sharp cut-off; inactive = mostly below about 76%; note: some results filed as inactive read as strong as hits
An asterisk follows results filed as active; ? = inconclusive; . = not tested or not shown; [ ] = dose if it differs, or a comment.

SMILES	Salmonella PhoP GFP	Dengue-2 NS5 capping	GPR55 LPI antagonism	Large T inhibition	RSV antiviral HEp-2	GPR35 arrestin U2OS	UTI89 phage lysis	MgcRacGAP inhibition	HIV fusion peptide
COCCNC(=O)C1(C)C=CC2(CCCCC2)N1C(=O)c1ccccc1 (configuration not stated)	-1%	-9%	-3%	10%	0.1%	2%	0.5%	13%	4.1%
O=C(O)c1ccc(NC(=O)c2ccccc2NC(=O)c2cccc(Br)c2)cc1	-4%	-13%	-2%	11%	2.3%	-17%	0.1%	1%	25%
O=C(Nc1ccc2c(c1)C(=O)OC2)c1ccc(Cl)cc1Cl	-6%	-6%	-9%	5%	2.2%	-14%	0.1%	10%	1.2%
c1ccc(-n2ncc3c(NCc4ccccn4)ncnc32)cc1	-4%	-8%	-10%	-1%	-0.1%	-5%	-3.0%	3%	0.6%
Cc1ccc(NC(=O)CNc2cc(S(=O)(=O)N3CCOCC3)ccc2NCC2CCCO2)cc1F (configuration not stated)	5%	1%	1%	9%	4.8%	-1%	0.1%	1%	-0.2%
CC(C)c1ccc(-c2csc3ncnc(N4CCN(C)CC4)c23)cc1	-6%	-5%	22%	18%	-2.6%	5%	0.0%	9%	-1.1%
CCN(CC)CCCNC(=O)c1cc(-c2cccc(Cl)c2)on1	3%	2%	26%	2%	-3.3%	-13%	5.6%	15%	-2.5%
CC(=O)Nc1cccc(NC(=O)c2ccc(C(=O)Nc3cccc(NC(C)=O)c3)nc2)c1	3%	4%	8%	0%	0.9%	14%	0.1%	7%	-1.7%
CCN1CCN(Cc2ccc(NC(=O)Nc3ccccc3Cl)cc2)CC1	7%	-7%	5%	-1%	-1.7%	3%	0.1%	5%	-2.3%
CCOC(=O)CON1C(=O)C(=O)N(OCC(=O)OCC)C2CCCCC21 (configuration not stated)	.	-5%	-5%	.	-0.7%	11%	0.0%	7%	0.2%
O=S(=O)(c1ccccc1)N(CC(O)Cn1c2ccccc2c2ccccc21)c1ccccc1 (configuration not stated)	30%	-2%	48%	-1%	-1.1%	22%	0.3%	11%	0.5%
O=C(c1ccc(N2CCN(C(=O)c3ccccc3)CC2)cc1)c1cccc(F)c1	-1%	-2%	52%	8%	5.8%	7%	-0.3%	8%	0.1%
Cc1ccc(-n2cc(-c3ccc([N+](=O)[O-])cc3)[nH]c2=S)c(C)c1	7%	-29%	0%	14%	2.3%	-17%	?	11%	-3.1%
COc1ccc(C(=O)N/N=C/c2c(C)[nH]c(=O)[nH]c2=O)cc1	-1%	1%	0%	-2%	1.9%	4%	1.1%	3%	0.3%
c1ccc(Cn2ncc3c(N4CCN(C(c5ccccc5)c5ccccc5)CC4)ncnc32)cc1	9%	.	5%	-3%	0.9%	4%	-0.5%	6%	-0.9%
COc1cccc(-c2cc(-c3cccnc3)c(C#N)c(N)n2)c1	-3%	-8%	0%	19%	-0.1%	-4%	0.7%[50 µM]	3%	-1.3%
CC1CN(C(=O)CCC(=O)NCc2ccccc2)c2ccccc2O1 (configuration not stated)	.	-6%	19%	5%	-0.1%	5%	6.8%	5%	-1.0%
Cc1cccc(C(=O)N[C@H](C(=O)Nc2ccc(C)c(S(=O)(=O)N(C)C)c2)C(C)C)c1	-3%	2%	8%	2%	1.9%	-9%	-0.9%	0%	0.5%
COCCn1cnc2cc(C)c(C)cc21	5%	-5%	25%	4%	1.4%	-3%	1.2%[50 µM]	2%	4.1%
COc1ccc(NC(=S)N(CCN2CCCCC2)Cc2ccco2)cc1	-2%	-8%	10%	18%	0.6%	-4%	0.4%	-1%	-0.5%
COc1cccc(N=C2NC(=O)/C(=C/c3cc([N+](=O)[O-])ccc3O)S2)c1	-4%	-13%	-22%	6%	2.3%	-9%	0.0%	10%	64%
CC(C)(C)c1cc(P(=O)(c2ccccc2)c2ccccc2)ccc1O	-3%	0%	-1%	14%	5.1%	1%	0.1%	8%	-2.2%
CC1CCN(C(=O)c2cccc(NC(=O)c3cccs3)c2)CC1	6%	-10%	5%	-5%	7.8%	-8%	-0.3%	8%	-1.4%
N=c1c2c(ncn1CCN1CCOCC1)Oc1cc(O)ccc1C2c1ccccc1 (configuration not stated)	-2%	18%	16%	10%	-1.2%	-1%	0.5%	14%	-0.8%
CC(=O)C1=C(C)Nc2ncnn2C1c1cccc(Br)c1 (configuration not stated)	1%	-9%	7%	5%	4.8%	15%	0.2%	.	-2.2%
Cc1ccc(C)c(N(C(=O)Cn2nnc3ccccc32)C(C(=O)NCc2ccco2)c2ccncc2)c1 (configuration not stated)	8%	-4%	5%	18%	-0.6%	-2%	7.8%	3%	-0.5%
O=C(c1noc2c1CCCC2)N1CCN(Cc2ccccc2)CC1	-2%	-10%	53%	3%	3.2%	-16%	-0.3%	8%	1.5%
CCN(CC(=O)Nc1cc(Cl)ccc1C)C(=O)CCS(=O)(=O)c1ccc(C)cc1	-2%	-1%	.	3%	0.4%	.	0.8%[50 µM]	4%	.
Cn1c(SCC(=O)Nc2ccccc2)nnc1-c1ccc2nonc2c1	1%	-7%	-1%	8%	.	6%	0.6%	5%	-1.4%
Cc1cccc(Nc2ncnc(N)n2)c1	-5%	-7%	1%	10%	0.2%	14%	-0.6%	2%	-1.3%

Brought forward from above: two entries; new compounds follow.
SMILES	Salmonella PhoP GFP	Dengue-2 NS5 capping	GPR55 LPI antagonism	Large T inhibition	RSV antiviral HEp-2	GPR35 arrestin U2OS	UTI89 phage lysis	MgcRacGAP inhibition	HIV fusion peptide
Cn1c(SCC(=O)Nc2ccccc2)nnc1-c1ccc2nonc2c1	1%	-7%	-1%	8%	.	6%	0.6%	5%	-1.4%
Cc1cccc(Nc2ncnc(N)n2)c1	-5%	-7%	1%	10%	0.2%	14%	-0.6%	2%	-1.3%
O=C(Nc1ccc(N2CCCC(O)C2)cc1)c1snc2c(=O)[nH]cnc12 (configuration not stated)	-7%	5%	-9%	3%	-2.4%	7%	1.2%[50 µM]	11%	-1.3%
COc1ccc(CC(=O)Nc2ccc(S(=O)(=O)Nc3nc(C)cc(C)n3)cc2)cc1	5%	1%	14%	14%	0.5%	-11%	6.7%	7%	5.7%
O=c1c(Cc2ccccc2O)c(O)nc2n1CCCS2	-10%	1%	6%	7%	0.6%	-4%	-1.4%	11%	5.2%
CSc1nc(Oc2ccc(=O)n(C)n2)nc(N(C)C)n1	24%	3%	-10%	0%	1.1%	-10%	0.2%	1%	-1.0%
COc1cccc2cc(NC(=O)C3CCCCC3)c(=O)oc12	1%	-1%	9%	.	1.6%	4%	-0.3%	5%	2.0%
Cc1ccc(CNC(=O)c2cc(C3CC3)nc3c2cnn3C(C)C)cc1	.	-7%	.	.	-0.3%	.	1.0%[50 µM]	2%	.
COc1ccc(Br)c(C(=O)NCCC(C)C)c1	8%	0%	9%	1%	3.3%	16%	2.6%	1%	2.6%
c1ccc2c(c1)c1c3n2CCNC3CCC1 (configuration not stated)	14%	.	6%	4%	0.1%	17%	0.2%	5%	-2.2%
COc1cnn(-c2ccc(C)cc2)c(=O)c1Cl	2%	-3%	22%	1%	1.7%	10%	0.6%	9%	-1.0%
COc1cc(CC(=O)Nc2ncc(C)s2)cc(OC)c1OC	3%	-2%	0%	4%	1.1%	-6%	2.4%	1%	-3.2%
Cc1cccc(Cn2ccc(NC(=O)c3cccnc3)n2)c1	-7%	-4%	-7%	12%	2.9%	3%	0.0%	4%	5.4%
COc1cc(CNC2CCCC2)c(Br)cc1OCc1ccccc1	3%	-5%	12%	6%	0.2%	-7%	-2.1%	0%	2.3%
O=C(Nc1cnn(Cc2ccc(Cl)cc2)c1)C1CCCC1	-2%	-5%	0%	7%	1.5%	3%	3.2%	7%	0.8%
COc1ccc(NC(=O)[C@@H]2CC=C[C@@H]3CCN(Cc4ccc(Cl)c(Cl)c4)C(=O)[C@@H]32)cc1	.	-1%	.	8%	10%	.	-0.2%	2%	.
COc1ccc(S(=O)(=O)N(CC(=O)NCc2ccccn2)Cc2ccccc2)cc1	-3%	7%	10%	0%	0.5%	4%	-0.1%	3%	0.5%
O=C(Nc1ccc(SC(F)(F)F)cc1)c1ccccn1	-1%	.	-6%	-1%	5.1%	0%	0.1%	5%	-2.1%
COCc1cc(C)nc(N2CCN(c3ccccc3)CC2)c1C#N	-2%	-3%	-1%	7%	2.4%	5%	1.1%	5%	-1.7%
CCOC(=O)c1c(C)[nH]c(C(=O)OCCOc2ccccc2C)c1C	8%	3%	-4%	0%	.	-11%	0.4%	2%	-5.0%
COc1ccc2[nH]c3c(=O)n(N)c(C)nc3c2c1	3%	-5%	4%	14%	1.2%	4%	-0.1%	14%	3.7%
COc1ccc(C(CC(=O)O)NC(=O)Cc2ccccc2)cc1OC (configuration not stated)	-9%	6%	1%	4%	1.2%	9%	3.3%	0%	3.3%
COCCCNS(=O)(=O)c1cccc(S(=O)(=O)c2cccc(S(=O)(=O)NCCCOC)c2)c1	2%	-8%	10%	3%	2.5%	-2%	0.2%	11%	-3.4%
COc1ccc(NC(=O)c2ccc3[nH]c(=O)c(=O)[nH]c3c2)c(OC)c1	-2%	-3%	9%	13%	5.5%	2%	0.1%	10%	-1.9%
O=C(NCCN1CCOCC1)c1ccccc1N1C(=O)[C@@H]2Cc3c([nH]c4ccccc34)C(c3ccccc3)N2C1=O (some centres not stated)	-1%	3%	1%	10%	1.4%	-8%	1.7%	1%	8.0%
O=C(CO/N=C/c1cccc([N+](=O)[O-])c1)Nc1ccc2ccccc2c1	-8%	-3%	0%	17%	1.8%	-15%	0.9%	8%	-1.1%
O=C(NCc1ccc(C(F)(F)F)cc1)C1CC(c2ccc(C(F)(F)F)cc2)=NO1 (configuration not stated)	.	3%	.	2%	6.0%	.	1.1%	7%	.
CC(=O)c1c(C)[nH]c(C(=O)OCc2c(F)cccc2Cl)c1C	-5%	.	-5%	21%	0.9%	-2%	0.3%	6%	-2.1%
N#Cc1cccc(C#N)c1Oc1ccc(N)cc1	-10%	-2%	12%	19%	1.2%	7%	1.6%	8%	-0.7%
O=C(COC(=O)c1cncc(Br)c1)NCc1ccco1	-5%	17%	-1%	15%	-0.7%	3%	0.3%	22%	19%
Cc1cc(OCCn2cnc3ccccc3c2=O)cc(C(C)C)c1	3%	-6%	8%	4%	14%	-17%	7.9%[50 µM]	10%	-0.4%

Bioassay records (PubChem BioAssay)
